# High-throughput results: PubChem, Southern Research Specialized Biocontainment Screening Center
# H1N1 NS1A inhibition – H1N1 influenza NS1A inhibitors, functional cell based assay (AID 504329) | NS1A functional cell-based assay, percent inhibition; higher % means a stronger effect | actives 0.3% (n = 340,000) | one-dose inhibition, % at 12.5 µM; IC50 in µM for titrated hits; in the data active means a potency from the dose series; inconclusive means inhibition above about 27% without an active follow-up result; further: strong numbers were not always called active
# PhoP GFP inhibition – PhoP regulon inhibitors, Salmonella typhi PhoP promoter GFP reporter, confirmatory (AID 1850); Salmonella Typhi PhoP-promoter GFP reporter, fluorescence, 4 h; higher % means a stronger effect; one-dose inhibition, % at 50 µM; IC50 in µM for titrated hits; actives 0.33% (n = 310,000); in the data active means a potency from the dose series; inconclusive means inhibition mostly from about 25% at the one dose, without a potency; inactive means the rest, 99 in 100 with inhibition below about 19%;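 further: 0% = induced wells with vehicle and 100% = uninduced wells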
# M. tuberculosis HTS – M. tuberculosis growth inhibition, HTS (AID 449762) | M. tuberculosis H37Rv growth inhibition, 7H9 media; higher % means a stronger effect | inhibition, % at 25 µM, or IC50 in µM where a hit was titrated | actives 0.59% (n = 330,000); in the data active means a potency from the dose series; inconclusive means inhibition above about 70% without an active follow-up result;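 further: bacterial growth assessed after seven days of incubation; strong numbers were not always called active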
# tuberculosis growth – growth inhibition of non-replicating M. tuberculosis (AID 488890); actives 0.39% (n = 320,000); Mycobacterium tuberculosis non-replicating, growth inhibition; higher % means a stronger effect; one-dose inhibition, % at 25 µM; IC50 in µM for titrated hits; in the data active means a potency from the dose series; inconclusive means inhibition mostly from about 82% at the one dose, without a potency; inactive means the rest, 99 in 100 with inhibition below about 76%;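 further: plate controls were DMSO cells for no effect and high antibiotic wells for full effect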
# VEEV TC-83 Vero – inhibitors of VEEV TC-83 cytopathic effect, confirmation, Vero cells (AID 588727) | Vero cells, VEEV TC-83 cytopathic effect inhibition; higher % means a stronger effect | actives 0.13% (n = 350,000) | one-dose inhibition, % at 20 µM; IC50 in µM for titrated hits; in the data active means a potency from the dose series; inconclusive means inhibition mostly from about 14% at the one dose, without a potency; inactive means the rest, 99 in 100 with inhibition below about 12%; further: strong numbers were not always called active
# VEEV TC-83 Vero 10K pilot screen – recorded beside VEEV TC-83 Vero, whose call it bears; inhibition, %; measured here: 10K pilot screen inhibition
# An asterisk follows results filed as active; i = inactive; ? = inconclusive; . = no result given.
SMILES,H1N1 NS1A inhibition,PhoP GFP inhibition,M. tuberculosis HTS,tuberculosis growth,VEEV TC-83 Vero,others
O=C(NC12CC3CC(CC(C3)C1)C2)c1ccccc1O,-2%,-5%,-11%,2%,1.1%,
Oc1ccc(/C=N/N(Cc2ccccc2)c2ccccc2)c(O)c1O,19%,.,.,.,0.4%,
COC(=O)c1nc(N)sc1-c1ccc(Cl)cc1,-4%,-6%,2%,-19%,0.3%,
COc1ccccc1C(=O)NC(=O)COC(=O)C1CC1,-2%,-4%,-2%,-10%,3.0%,
COc1ccc(NC(=S)N(Cc2cccnc2)Cc2cc3cc(OC)c(OC)cc3[nH]c2=O)cc1,-14%,-2%,-2%,2%,0.8%,
CC(=O)Nc1nnc(SCC(=O)NC(C)(C)C)s1,-5%,-6%,-3%,1%,i,
CC(C)C1N=C2c3ccccc3N=C(SCC(=O)NCCc3ccc(S(N)(=O)=O)cc3)N2C1=O (configuration not stated),9%,-11%,-10%,53%,1.7%,
CN1CCN(CC(O)Cn2c3ccccc3c3ccccc32)CC1 (configuration not stated),1%,2%,6%,-3%,i,
O=C(c1cc2ccccn2n1)N1CCN(Cc2ccccc2)CC1,5%,1%,1%,4%,1.3%,
CC1CCN(C(=O)c2ccc(CS(=O)(=O)Cc3ccccc3)cc2)CC1,-10%,-12%,-16%,-5%,1.8%,
Cc1cc(OCC(=O)Nc2ccc(S(=O)(=O)N3CCN(C)CC3)cc2)ccc1Cl,3%,12%,3%,30%,2.6%,
O=C(CNC(=O)c1ccc(Br)o1)OCC(=O)c1cccc([N+](=O)[O-])c1,4%,4%,0%,10%,0.1%,
CCN(CC)Cc1c(C(=O)N/N=C/c2ccncc2)nnn1-c1nonc1N,-25%,-5%,-4%,2%,i,
O=c1cnnc(Nc2ccc(F)cc2)[nH]1,-7%,4%,7%,10%,0.6%,
CC(C(=O)O)c1cccc(C(=O)c2ccccc2)c1 (configuration not stated),-2%,5%,-2%,-3%,1.6%,

# Structures listed so far that contain four or more nitrogen atoms, in the order listed:
SMILES,H1N1 NS1A inhibition,PhoP GFP inhibition,M. tuberculosis HTS,tuberculosis growth,VEEV TC-83 Vero,others
COc1ccc(NC(=S)N(Cc2cccnc2)Cc2cc3cc(OC)c(OC)cc3[nH]c2=O)cc1,-14%,-2%,-2%,2%,0.8%,
CC(=O)Nc1nnc(SCC(=O)NC(C)(C)C)s1,-5%,-6%,-3%,1%,i,
CC(C)C1N=C2c3ccccc3N=C(SCC(=O)NCCc3ccc(S(N)(=O)=O)cc3)N2C1=O (configuration not stated),9%,-11%,-10%,53%,1.7%,
O=C(c1cc2ccccn2n1)N1CCN(Cc2ccccc2)CC1,5%,1%,1%,4%,1.3%,
CCN(CC)Cc1c(C(=O)N/N=C/c2ccncc2)nnn1-c1nonc1N,-25%,-5%,-4%,2%,i,
O=c1cnnc(Nc2ccc(F)cc2)[nH]1,-7%,4%,7%,10%,0.6%,

# Later entries:
SMILES,H1N1 NS1A inhibition,PhoP GFP inhibition,M. tuberculosis HTS,tuberculosis growth,VEEV TC-83 Vero,others
O=C(CN1C(=O)c2cccnc2C1=O)c1ccccc1,2%,0%,-9%,-8%,1.4%,
N#Cc1nc(NCC(F)F)nc(Nc2cc(F)cc(F)c2)n1,-5%,.,62%,-5%,12%,
COc1cccc(/C=C2\SC(=S)N(CCC(=O)N3CCCCC3CCO)C2=O)c1 (configuration not stated),4%,-25%,22%,60%,32%,
Cc1cccc(N2CC(C(=O)Nc3ccccc3N3CCCC3)CC2=O)c1C (configuration not stated),-7%,10%,2%,3%,6.8%,
COc1ccc(NC(C)C(=O)N/N=C/c2ccccc2OCc2ccc(Br)cc2)cc1 (configuration not stated),17%,10%,-4%,3%,i,VEEV TC-83 Vero 10K pilot screen=1.0
COc1ccccc1C(CNC(=O)c1cccc(S(=O)(=O)N2c3ccccc3CC2C)c1)N(C)C (configuration not stated),3%,.,.,.,i,
OCCOCCn1c(C(CO)Nc2nc(-c3ccc(Cl)cc3)cs2)nc2ccccc21 (configuration not stated),-1%,-4%,?,-10%,3.3%,
O=C(NCCN1CCOCC1)c1ccc2ccccc2c1,-1%,4%,1%,-6%,i,VEEV TC-83 Vero 10K pilot screen=1.0
CN1C(=O)C(O)(C2CCCCCC2=O)c2ccccc21 (configuration not stated),-2%,5%,-1%,-7%,i,
O=C(CNc1cccc(F)c1)Nc1cccc(S(=O)(=O)N2CCCCC2)c1,-9%,.,.,.,2.7%,
CN(CC(O)COC(c1ccccc1)c1ccccc1)C1CCCCC1 (configuration not stated),9%,-1%,6%,43%,i,
CN(C(=O)COc1cc(=O)n(C)c2ccccc12)c1ccc(Br)cc1,2%,-10%,3%,-14%,4.1%,
CC(C)C(=O)Nc1cccc(NC(=O)c2cccc([N+](=O)[O-])c2)c1,2%,0%,2%,-6%,3.3%,
Cc1cc(=O)oc2cc(OCC(O)Cn3ccnc3)ccc12 (configuration not stated),18%,0%,-28%,-32%,4.7%,
COC(=O)C1=C(c2ccc(-c3ccccc3)c(F)c2)C[C@@H]2CC[C@H]1N2C(=O)NC1CCCCC1,12%,.,9%,-14%,1.0%,
CCOc1ccc(CCN2C(=O)C3C4C=CC(C4)C3C2=O)cc1OCC (configuration not stated),-3%,10%,-10%,-2%,0.6%,
COCCNC(=O)c1cccc(S(=O)(=O)N2CC3(C)CC2CC(C)(C)C3)c1 (configuration not stated),2%,-8%,-3%,-1%,1.4%,
COc1cccc(NC(=O)c2cc(-c3cccnc3)nc3c(Cl)cccc23)c1,-13%,7%,17%,-1%,i,
CC(C)C(NS(=O)(=O)c1ccccc1F)C(=O)OCC(=O)NCc1ccco1 (configuration not stated),-3%,.,.,.,4.4%,
Cc1cc(C(=O)CN2C(=O)C(=O)N(C)C2=O)c(C)n1-c1cccc(S(=O)(=O)N2CCOCC2)c1,-6%,-7%,-1%,7%,i,
COc1ccc(CCNC(=O)CSc2nnnn2-c2ccc(OC)c(OC)c2)cc1OC,0%,-3%,-7%,-17%,0.7%,
Cc1ccc2nc(SCC(=O)Nc3cccc(S(N)(=O)=O)c3)[nH]c2c1,11%,5%,1%,0%,2.5%,
O=C(/C=C/c1ccc(S(=O)(=O)N2CCOCC2)cc1)N1CCN(c2ccccc2)CC1,6%,-7%,-2%,7%,8.0%,
O=C(O)[C@H](Cc1ccccc1)NC(=O)C(c1ccccc1)(c1ccccc1)c1ccccc1,-5%,3%,-2%,18%,i,
COc1ccc(NC(=O)CSc2nc3ccccc3c(=O)n2CCCN2CCCCC2)c(OC)c1,0%,-3%,-8%,24%,8.0%,
CC(=O)N1CCN(c2ccc(NCc3ccco3)cc2)CC1,4%,.,-17%,5%,i,
COc1ccc(C2CC(=O)C3=C(C2)Nc2ccccc2N(C(C)=O)C3c2ccco2)cc1 (configuration not stated),19%,-4%,-14%,35%,2.3%,
O=C(Nc1ccccc1C(F)(F)F)C1CCN(C(=O)Cc2ccccc2)CC1,-3%,-2%,-1%,-4%,1.2%,
CCOc1ccccc1OCCCC(=O)NCCc1ccc(S(N)(=O)=O)cc1,5%,2%,-1%,5%,0.8%,
CC(C)COC(=O)Cn1cnc2ccc(Br)cc2c1=O,4%,-4%,-5%,40%,2.0%,VEEV TC-83 Vero 10K pilot screen=0.1
COC(=O)CNC(=O)COC(=O)Cc1ccc(Cl)cc1,-9%,5%,-6%,29%,1.0%,
O=C(O)COc1ccc(C(NC(=O)c2c(F)cccc2F)NC(=O)c2c(F)cccc2F)cc1,0%,-17%,-4%,-13%,1.0%,
CC(=O)N1CCc2cc(Br)cc(S(=O)(=O)N3CCCCC3)c21,-11%,0%,2%,3%,1.4%,
CC(OC(=O)CN1C(=O)c2ccccc2C1=O)C(=O)N(C)c1ccccc1 (configuration not stated),-5%,5%,-6%,-11%,1.5%,
O=C(NCCNC(=O)c1ccccn1)c1ccc(-c2ccccc2)cc1,-2%,8%,4%,51%,0.5%,
Cc1nc(SCC(=O)c2ccccc2)[nH]c(=O)c1Oc1ccc(Cl)cc1,-18%,-6%,2%,13%,1.9%,
CC1CC(C)CN(CC(=O)c2ccc(OC(F)F)cc2)C1 (configuration not stated),-4%,4%,-3%,28%,0.6%,
COc1ccc(S(=O)(=O)N2CCCCCC2)cc1,-7%,-3%,-5%,0%,i,
COc1ccc(-c2cc(C(=O)c3c(N)n(C)c(=O)n(C)c3=O)c3ccccc3n2)cc1,-1%,2%,-11%,7%,3.0%,
COc1ccc(S(=O)(=O)NCCN2CCOCC2)c2ccccc12,-10%,0%,1%,2%,0.1%,
CC1CCCCC1NC(=O)c1cn(C)c2ccc(S(=O)(=O)N3CCCC3)cc2c1=O (configuration not stated),-2%,14%,-10%,8%,1.3%,
OC(CNC1Cc2ccccc2C1)COc1ccc(Cl)cc1 (configuration not stated),14%,19%,19%,41%,i,
CCCC(=O)Nc1ccc2c(c1)C(=O)N(CCC(=O)O)C2=O,0%,-21%,-12%,-21%,0.4%,
N=C1/C(=C/c2ccc(OCc3ccccc3)cc2)C(=O)N=C2SC(CC(=O)N3CCOCC3)=NN12,-7%,7%,-5%,4%,2.5%,
CSc1ccccc1OCc1cc(C(=O)NCCn2ccnc2C)no1,-5%,2%,-8%,-2%,i,

# An excerpt from above in order of heavy-atom count, high to low:
SMILES,H1N1 NS1A inhibition,PhoP GFP inhibition,M. tuberculosis HTS,tuberculosis growth,VEEV TC-83 Vero,others
N=C1/C(=C/c2ccc(OCc3ccccc3)cc2)C(=O)N=C2SC(CC(=O)N3CCOCC3)=NN12,-7%,7%,-5%,4%,2.5%,
CC(=O)N1CCc2cc(Br)cc(S(=O)(=O)N3CCCCC3)c21,-11%,0%,2%,3%,1.4%,
COC(=O)CNC(=O)COC(=O)Cc1ccc(Cl)cc1,-9%,5%,-6%,29%,1.0%,

# (listing goes on)
SMILES,H1N1 NS1A inhibition,PhoP GFP inhibition,M. tuberculosis HTS,tuberculosis growth,VEEV TC-83 Vero,others
COc1cccc(N2CCN(C(=O)c3cc4c(OC)c(OC)c(OC)cc4[nH]3)CC2)c1,-22%,-14%,2%,2%,0.2%,
Cc1ccc(-c2nc(CS(=O)(=O)CC(=O)NC3CCC(C)CC3)c(C)o2)cc1 (configuration not stated),5%,-23%,6%,21%,3.3%,
Cc1ccc(NC(=O)CN(C)C(=O)Nc2ccc(C)cc2)cc1,-10%,-2%,-10%,4%,1.4%,
COc1cccc2c1C(=O)CC2NC(=O)C(F)(F)F (configuration not stated),-10%,-8%,-6%,-4%,3.2%,
NC(=O)c1c(-c2cccs2)csc1N,.,4%,8%,11%,.,
O=C(COc1ccccc1)Nc1cccc(-c2nn[nH]n2)c1,-4%,16%,-4%,26%,0.9%,
Cc1ccc(CNC(=O)c2ccc(S(=O)(=O)Nc3c(C)n(C)n(-c4ccccc4)c3=O)cc2)cc1,9%,-10%,-10%,6%,0.7%,
O=c1[nH]c(O)c(C=NC2CCN(Cc3ccccc3)CC2)c(=O)[nH]1,4%,-1%,-4%,-3%,i,
CCN(CC)C(=O)c1ccc(NC(=O)c2cc(S(=O)(=O)N3CCCCCC3)ccc2OC)cc1,-7%,1%,-7%,4%,2.2%,
N#C/C(=C\c1cccnc1)c1ccccn1,-9%,-9%,-4%,-4%,1.4%,
CCC(=O)Nc1ccc(NC(=O)c2ccccc2Cl)nc1,5%,1%,-10%,.,i,
CCOC(=O)C(C)n1cnc2c(nnn2-c2ccc(OC)cc2)c1=O (configuration not stated),4%,0%,-6%,0%,i,
Cc1ccc(NC(=O)N2CCc3ccccc32)cc1,-3%,-2%,-3%,20%,1.0%,
CN(C)CCNC(=O)C(=O)NCC1OCCCN1S(=O)(=O)c1cccs1 (configuration not stated),4%,-7%,3%,-2%,i,
CC(=O)Nc1ccc(S(=O)(=O)N(C)CC(=O)OCC(=O)Nc2cccnc2Cl)cc1,2%,-4%,-2%,1%,i,
CC1CCCCN1C(=O)CSc1nc(C2CC2)nc2c1cnn2-c1ccccc1 (configuration not stated),-10%,-11%,3%,21%,3.2%,
O=C(NNC(=O)c1ccccc1[N+](=O)[O-])c1ccc(NS(=O)(=O)c2cccs2)cc1,-1%,-4%,-6%,5%,2.7%,
COc1ccc(-n2c(SC)nc3ccccc3c2=O)cc1,2%,-2%,9%,19%,i,
Cc1nc(-c2cccc(S(=O)(=O)N3CC(C)CC(C)C3)c2)cs1 (configuration not stated),-24%,5%,-1%,8%,4.8%,
COC(=O)CCC(=O)Nc1c(C)n(C)n(-c2ccccc2)c1=O,2%,-1%,-5%,-3%,2.0%,
COc1cccc(COC(=O)c2nn(-c3ccccc3)nc2N)c1,2%,6%,3%,61%,0.1%,
